From PubChem BioAssay
UTI89 phage lysis: inhibition of K1F phage lysis, E. coli UTI89, bacterial capsule biogenesis inhibitors, alamar blue (AID 488966); E. coli UTI89 K1F phage lysis, alamar blue, 2 h; higher % means a stronger effect; inhibition, % at 100 µM, or IC50 in µM where a hit was titrated; 340,000 compounds, 0.02% hits;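 active = phage lysis inhibition, versus mean bacterial control, above a set limit; inconclusive = no clear call, values can overlap the other calls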;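 also: capsule biogenesis inhibitors block K1F phage lysis so surviving cells raise fluorescence; higher fluorescence means more inhibition of phage lysis; actives were called in the ten point dose series up to 300 µM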
NTR1 agonist: agonists of NTR1, primary screen, imaging, U2OS cells, beta-arrestin-GFP, high content (AID 493036); Neurotensin receptor type 1 (Homo sapiens), P30989; NTR1-U2OS beta-arrestin-GFP spot imaging, agonist mode; activation, % at 20 µM; 330,000 compounds, 0.17% hits;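 active = activation at or above 40% of the spot to cytoplasm intensity ratio, with at least 20 cells analyzed; inconclusive = wells under 20 cells, flagged as cytotoxic or low count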;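 also: 0% = DMSO without peptide and 100% = 100 nM NTR1 peptide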
Target sequence (P30989 whole entry, looked up): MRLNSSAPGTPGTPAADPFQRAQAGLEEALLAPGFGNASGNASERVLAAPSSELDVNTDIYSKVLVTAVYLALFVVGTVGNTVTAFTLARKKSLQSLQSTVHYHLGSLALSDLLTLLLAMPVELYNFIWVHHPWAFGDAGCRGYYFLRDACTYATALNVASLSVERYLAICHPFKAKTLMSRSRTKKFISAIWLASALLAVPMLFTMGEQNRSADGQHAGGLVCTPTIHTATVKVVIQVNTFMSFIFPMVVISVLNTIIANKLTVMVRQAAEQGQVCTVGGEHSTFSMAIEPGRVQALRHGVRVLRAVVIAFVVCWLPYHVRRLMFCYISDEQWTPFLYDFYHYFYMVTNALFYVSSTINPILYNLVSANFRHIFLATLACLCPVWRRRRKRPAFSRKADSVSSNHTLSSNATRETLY
KOR beta-arrestin-1: KOR antagonists, beta-arrestin recruitment, cell-based, luminescence, uHTS (AID 1778). KOR beta-arrestin recruitment, luminescence, antagonist mode; higher % means a stronger effect. Kappa-type opioid receptor (Homo sapiens). inhibition, % at 10 µM; hits with a dose series show IC50 in µM. 290,000 compounds, 0.091% hits; in the data active = inhibition above about 50%; also: strong numbers were not always called active
NOD1 inhibition: NOD1 signaling inhibitors, primary screen, cell-based, luminescence, uHTS (AID 1578). inhibition, % at 4 µM; hits with a dose series show EC50 in µM. 290,000 compounds, 1% hits. NOD1-driven NF-kB luciferase reporter cells, luminescence; higher % means a stronger effect; in the data active = inhibition mostly above about 36%, no sharp cut-off; inactive = mostly below about 34%;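 also: HEK-293T reporter cells stimulated with the NOD1 agonist gamma-tri-DAP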
Rac1 GTP hydrolysis: MgcRacGAP GTPase-activating activity inhibitors, confirmation, biochemical, ADP Hunter fluorescence. MgcRacGAP-stimulated Rac1 GTP hydrolysis, ADP Hunter fluorescence; higher % means a stronger effect; GST-tagged Rac1 F28L mutant substrate. inhibition, % at 30 µM, or IC50 in µM where a hit was titrated. 340,000 compounds, 0.6% hits;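 active = first-screen hits whose inhibition reached a set limit at any dose in the follow-up dose series; inconclusive = inhibition above the set first-screen limit but never retested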;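 also: fluorescence reports GDP produced by GAP-driven GTP hydrolysis; strong numbers were not always called active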
GPR55 LPI antagonism: GPR55 antagonists blocking LPI-driven arrestin recruitment, primary screen, imaging, U2OS, beta-arrestin-GFP, LPI agonist (AID 2013). 290,000 compounds, 0.13% hits. G-protein coupled receptor 55 (Homo sapiens). inhibition, % at 10 µM, or IC50 in µM where a hit was titrated. U2OS GPR55 beta-arrestin-GFP translocation imaging, LPI antagonism; higher % means a stronger effect;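 active = spots per cell inhibited over 60%, with over 100 cells counted and total cytoplasm intensity under 500,000; inconclusive = wells with under 100 cells, flagged as likely toxic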;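 also: U2OS cells stably carrying GPR55 and arrestin-GFP stimulated by 5 µM LPI near EC80; imaged beta-arrestin-GFP aggregate spots per cell after agonist stimulation; plate controls were LPI-stimulated DMSO wells for no effect and DMSO wells without LPI for full effect; some results filed as inactive read as strong as hits; confirmed hits need IC50 under 10 µM and bright autofluorescent wells are also inconclusive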
GPR35 arrestin U2OS: GPR35 antagonists blocking zaprinast-driven arrestin recruitment, primary screen, imaging, U2OS, beta-arrestin-GFP, zaprinast agonist (AID 2058); U2OS GPR35 beta-arrestin-GFP translocation imaging, zaprinast antagonism; higher % means a stronger effect; 290,000 compounds, 0.052% hits; G-protein coupled receptor 35 (Homo sapiens); inhibition, % at 10 µM; hits with a dose series show IC50 in µM;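 active = inhibition of at least 50% with at least 30 cells and total cytoplasm GFP at most 10,000,000; inconclusive = under 30 cells or total GFP of 10,000,000 plus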
KOR beta-arrestin-2: KOR agonists, beta-arrestin recruitment, primary screen, cell-based, luminescence, uHTS (AID 1777). Kappa-type opioid receptor (Homo sapiens). KOR beta-arrestin recruitment, luminescence; higher % means a stronger effect. activation, % at 10 µM; hits with a dose series show EC50 in µM. 280,000 compounds, 0.02% hits; in the data active = activation above about 50%, passing the limit was not always enough; also: a part of the inactive calls stands beside numbers as strong as those of hits
GPR55 activation: GPR55 agonists via beta-arrestin recruitment, primary screen, imaging, U2OS cells, beta-arrestin-GFP redistribution (AID 1961); U2OS GPR55 beta-arrestin-GFP redistribution imaging; higher % means a stronger effect; activation, % at 10 µM, or EC50 in µM where a hit was titrated; 290,000 compounds, 0.048% hits; G-protein coupled receptor 55 (Homo sapiens);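 active = activation above 40% with more than 50 cells counted in the well; inconclusive = wells holding fewer than 50 cells, flagged as toxic or sparse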;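 also: U2OS osteosarcoma cells stably expressing GPR55 and beta-arrestin-GFP; plate controls were DMSO negative control for no effect and LPI positive control for full effect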
NTR1 agonist cell count 20 µM: recorded beside NTR1 agonist, whose call it bears; cell count; measured here: cell count, cytotoxicity flag
Active calls of the source: *; ? = inconclusive; nt = not tested or not shown; [ ] = another dose, or the depositor's remark. These rows are one share of the data. The share of hits here may be higher or lower than overall.

SMILES	UTI89 phage lysis	NTR1 agonist	NTR1 agonist cell count 20 µM	KOR beta-arrestin-1	NOD1 inhibition	Rac1 GTP hydrolysis	GPR55 LPI antagonism	GPR35 arrestin U2OS	KOR beta-arrestin-2	GPR55 activation
Cc1ccc(S(=O)(=O)NCC(=O)N(CC(=O)NCc2ccco2)Cc2ccc3c(c2)OCO3)cc1	1.8%	-1.5	57	2%	1%	9%	5%	-4%	-2.4%	-0.2%
CN(C)CCCN(C(=O)COc1ccc(Cl)cc1)c1nc2ccc(F)cc2s1	0.0%	0.7	49	-12%	-18%	5%	0%	19%	-3.8%	-0.5%
CC12CCC(C)(c3nc4ccccc4nc31)C2(C)C	-0.8%	0.1	33	-77%[20 µM]	-11%	5%	3%	-11%	-1.5%	-0.1%
O=C(Cc1nnc(NC(=O)Nc2ccc(F)cc2)s1)NCc1ccccc1	nt	-0.6	49	27%	-2%	nt	1%	-14%	-2.6%	3.6%
CCC(=O)c1ccc(Oc2nc3c(c(=O)n(C)c(=O)n3C)n2CC)cc1	-0.7%	2.3	66	-31%[20 µM]	27%	-2%	2%	1%	0.6%	-0.3%
CCOc1ccc2[nH]c3nc(SCC(=O)NC4CC4)nnc3c2c1	0.1%	-0.1	60	-1%	-26%	6%	-1%	6%	-1.3%	-0.2%
COc1cccc(/C=N/Nc2ncnc(N)c2[N+](=O)[O-])c1OC	1.1%	-2.0	86	0%	53%	5%	-2%	-4%	-2.6%	-0.1%
N#CC(C#N)=C1NC(N)=C(C#N)C(c2ccccc2)=C1C#N	0.2%	-0.6	94	16%	-9%	15%	8%	-5%	0.7%	0.0%
Cc1ccc2oc(=O)c(/C=C(\O)C(C)(C)C)nc2c1	1.8%	1.6	39	-49%	-46%	?	6%	2%	-1.0%	0.3%
COc1cc(/C=N/n2cnnc2)ccc1Oc1nc(Cl)ncc1F	0.2%	-2.0	74	-7%	1%	14%	15%	4%	-4.3%	-0.3%
Cc1cccc(C)c1NC(=O)CSc1nnc([C@@H]2CCCN2C(=O)OC(C)(C)C)o1	0.4%	-0.8	43	-26%	-1%	5%	-3%	-5%	-1.1%	-0.2%
CCCN(CCC)C(=O)/C=C/c1cccc([N+](=O)[O-])c1	0.0%	0.0	53	19%	0%	4%	-1%	3%	0.1%	-0.1%
CC(=O)Nc1ccc(S(=O)(=O)NCCC(=O)Nc2cccc(Cl)c2)cc1	0.2%	-0.5	42	7%	-9%	7%	-4%	13%	2.3%	0.0%
COCCN(CCOC)Cc1cc(=O)oc2cc3c(cc12)CCC3	0.0%	-0.7	75	-22%	-21%	11%	-8%	30%	4.9%	0.4%
CC(=O)c1c(C)[nH]c(C(=O)OCC(=O)Nc2cccc(S(=O)(=O)N(C)C)c2)c1C	-0.3%	-0.1	26	-49%[20 µM]	-9%	5%	9%	-20%	-4.1%	-0.1%
COc1ccc(-c2cn3c(n2)CCC3)cc1	0.8%	11	84	-15%	-33%	3%	9%	-10%	1.8%	-0.1%
COc1cc(C(c2c(C)[nH][nH]c2=O)c2c(C)[nH][nH]c2=O)ccc1OCc1ccc([N+](=O)[O-])cc1	0.4%	36	91	7%	-37%	7%	4%	-6%	-3.3%	-0.1%
CCCCNC(=O)CSc1nc2ccccc2c(=O)n1Cc1ccc2c(c1)OCO2	-0.1%	2.7	80	-10%	-3%	9%	11%	6%	1.5%	0.1%
CC(C)(C)C1CCc2[nH]nc(C(=O)O)c2C1 (stereo not given)	-0.2%	0.7	59	12%	nt	1%	10%	-7%	-2.3%	-0.3%
CCCCn1c(SCC(=O)Nc2nnc(C)s2)nnc1-c1ccoc1C	3.3%	-4.0	73	29%	9%	-1%	11%	2%	-4.4%	0.3%
CS(=O)(=O)N(CC(=O)NCC1CCCO1)c1ccc(F)c(Cl)c1 (stereo not given)	0.1%	0.5	52	26%	-19%	10%	-2%	-10%	-0.4%	0.2%
Cc1ccc(CSc2nc3ccccc3c(=O)[nH]2)cc1	0.3%	6.8	58	5%	-20%	7%	6%	7%	-3.8%	0.1%
O=C(NCC1CCCO1)C(c1ccco1)N(Cc1ccc(F)cc1)C(=O)CN1C(=O)c2ccccc2S1(=O)=O (stereo not given)	0.3%	-1.1	60	-12%	12%	-5%	9%	15%	-2.3%	nt
Cc1cc(S(=O)(=O)N2CCN(c3c(C)cccc3C)CC2)ccc1F	0.2%	1.1	58	4%	17%	-4%	2%	-7%	1.6%	-0.1%
Cc1ccc(OCCSc2nnc(C)c(=O)n2N)cc1	-0.3%	0.4	52	-20%	-53%	12%	-23%	-6%	-1.9%	0.2%
CC1C2(C)OC(=N)C(C#N)(C(C)O2)C1(C#N)C#N (stereo not given)	-1.4%	-0.1	36	-4%	-1%	-1%	2%	-3%	-1.1%	-0.3%
COc1ccc(/C=N/Nc2nc3ccccc3c(=O)n2-c2ccccc2)cc1OC	2.3%[50 µM]	4.0	71	-16%	-37%	8%	16%	7%	6.9%	0.2%
O=c1c2ccccc2nc(-c2ccc(Cl)cc2Cl)n1O	-2.8%	-1.3	97	12%	-17%	4%	6%	13%	-3.7%	-0.3%
COc1ccccc1C(=O)Nc1cccc(Oc2c(F)c(F)c(F)c(F)c2F)c1	nt	2.4	45	25%	2%	nt	21%	-4%	0.5%	0.0%
C=CCOc1ccc(C2C(C#N)=C(N)N(N(C)C)C3=C2C(=O)CCC3)cc1 (stereo not given)	0.0%	-2.1	80	16%	-8%	6%	10%	-17%	-4.7%	-0.1%
COC(CNC(=O)C(=O)NCC1OCCN1S(=O)(=O)c1ccccc1)OC (stereo not given)	0.6%[50 µM]	-0.9	45	-11%	-6%	-1%	-14%	1%	-1.5%	0.2%
O=C(O)CCC(=O)N1CCc2cc(S(=O)(=O)NCCc3ccc(Cl)cc3)ccc21	0.0%	0.1	77	-1%	-2%	4%	5%	-1%	1.6%	0.1%
CCCCNC(=O)C(=O)c1ccccc1NC(C)=O	1.4%	2.1	48	-36%	9%	12%	-12%	1%	1.3%	0.0%
O=C(NCCN1C(=O)C2C3C=CC(C3)C2C1=O)N1CCOCC1 (stereo not given)	8.0%	2.1	45	-29%	-7%	-7%	7%	2%	-1.8%	-0.1%
Cc1cc(N)n(Cc2cccs2)n1	0.1%	0.8	49	-9%[20 µM]	-18%	-4%	5%	-6%	nt	-0.1%
COCCCN(C(=S)Nc1cc(Cl)cc(Cl)c1)C(C)c1ccncc1 (stereo not given)	-6.0%	0.2	56	20%	0%	3%	6%	9%	-2.4%	4.7%
O=C(NCc1ccncc1)Nc1cccc(Cl)c1	1.4%	-2.1	77	-22%	-2%	2%	1%	8%	3.7%	-0.1%
CC(=O)Oc1cccc(NC(=O)c2cccc(C(=O)Nc3cccc(OC(C)=O)c3)c2)c1	-1.7%	-2.7	57	8%[20 µM]	-21%	-8%	-9%	14%	-3.1%	-0.2%
CC(C)N(C(=O)Cn1cc(S(=O)(=O)CC(=O)N2CCOCC2)c2ccccc21)C(C)C	2.2%[50 µM]	-0.1	54	-14%	-30%	4%	2%	1%	8.1%	-0.1%
CCOC(=O)CCCNC(=O)COC(=O)c1cccc(F)c1	0.0%	0.7	45	22%	-32%	1%	6%	27%	-0.6%	0.1%
CCN(CC)Cc1c(C(=O)N/N=C/c2cccc3ccccc23)nnn1-c1nonc1N	-0.2%	4.0	46	-41%	-10%	2%	-8%	21%	3.7%	0.3%
CC(C)OC(=O)c1c(NC(=O)c2ccco2)sc2c1CCCC2	0.2%	18	103	-35%	-1%	5%	-2%	4%	-5.8%	0.1%
CCN(CC)c1ccc(N2C(=O)/C(=C\c3cccs3)SC2=S)cc1	0.6%	7.6	50	15%	-102%	3%	14%	4%	-8.3%	-0.1%
COCCNC(=O)C(c1ccncc1)N(C(=O)c1sc(C)nc1C)c1cccc(C)c1 (stereo not given)	0.5%	0.3	27	-10%[20 µM]	-40%	5%	3%	8%	-3.0%	-0.1%
CC1(C)C(=O)Nc2ccccc2N1C(=O)Cn1ncc(Cl)c(Cl)c1=O	0.7%[50 µM]	11	54	43%	19%	12%	1%	25%	-3.2%	0.2%
CC(C)CC(=O)Nc1c2c(nn1-c1ccc([N+](=O)[O-])cc1)CS(=O)(=O)C2	0.0%	0.1	110	5%	-10%	6%	-6%	-1%	-0.4%	0.0%
CCCCC1=NN2C(=N)CC(=O)N=C2S1	0.4%	-0.2	72	-8%	7%	-2%	5%	-13%	-1.4%	0.0%
CCN(c1ccccc1)S(=O)(=O)c1ccc(Cl)c(NC(=O)CSc2nnc(C)s2)c1	3.6%	1.3	51	-52%[20 µM]	-11%	11%	3%	-6%	-4.0%	-0.1%
COc1ccccc1NC(=S)NNC(=O)c1ccc(Cl)cc1Cl	-0.1%	-0.5	90	-1%	-33%	9%	-21%	-1%	1.2%	-0.2%
CC(C)CCNC(=O)C(C)N(C(=O)c1snc(C(N)=O)c1N)c1cnc2ccccc2c1 (stereo not given)	0.4%	4.0	45	0%	30%	9%	16%	-18%	-4.2%	-0.3%
The list goes on:
SMILES	UTI89 phage lysis	NTR1 agonist	NTR1 agonist cell count 20 µM	KOR beta-arrestin-1	NOD1 inhibition	Rac1 GTP hydrolysis	GPR55 LPI antagonism	GPR35 arrestin U2OS	KOR beta-arrestin-2	GPR55 activation
Cc1cc(Cl)ccc1OCC(=O)NNC(=O)C1CCCO1 (stereo not given)	-1.9%	0.7	56	-11%	-22%	-2%	-5%	-12%	-3.1%	0.2%
CCC(=O)Nc1nc2ccc3sc(C)nc3c2s1	-0.2%	-1.3	86	-73%[20 µM]	17%	10%	-14%	-13%	2.4%	-0.1%
CCOc1ccc2[nH]c(=O)c(CN(CCCO)S(=O)(=O)c3ccc(F)cc3)cc2c1	0.0%	-2.0	50	1%	12%	8%	-1%	9%	0.8%	-0.2%
Cc1noc(C)c1N=Nc1ccccc1C(=O)O	-0.2%	0.5	35	-11%	-30%	4%	9%	-12%	4.5%	0.0%
COc1ccccc1N1CCN(C(=O)c2cn(-c3ccccc3)nc2-c2cccnc2)CC1	1.1%	-1.1	53	-1%	-6%	4%	12%	-2%	-4.4%	-0.1%
O=C(CCCc1ccccc1)NCCN1CCOCC1	0.1%	1.2	77	23%	12%	2%	-5%	-3%	-0.1%	0.2%
